High-throughput results deposited in PubChem by several laboratories.
aSyn 5UTR inh – MLPCN primary screen, SNCA 5' untranslated region; inhibition, % (tested at 7.5 µM); actives 0.82% (n = 300,000); alpha-synuclein 5'UTR reporter, inhibitor activity; AID 1813, 2009; in the data active = inhibition above about 60%;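 note: H4 neuroglioblastoma cells stably carrying SNCA 5'UTR luciferase fusion; 0% = DMSO wells and 100% = positive control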
PolyA inh – polyadenylation inhibitors in yeast reporter cells, primary screen, luminescence, S. cerevisiae; S. cerevisiae SKY197-pL101 polyadenylation reporter, beta-gal luminescence; efflux-impaired pdr1/pdr3 knockout yeast; score 100 = 6 SD above DMSO; calls only at 12 µM; actives 0.02% (n = 300,000); AID 1875, 2009;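 active = lowest replicate activity score at least 50, where 100 means six control SD above control mean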;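 note: yeast exposed to compound for 9 h at 30 °C; higher score means more reporter readthrough which indicates perturbed polyadenylation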
AI-2 QS mod – Vibrio harveyi AI-2 quorum sensing modulators, primary screen, JMH597 strain, luminescence/OD600 ratio; Vibrio harveyi JMH597 AI-2 luminescence/OD600 ratio, 9 h; hits give low values; strain lacks LuxN and CqsS sensors; 0 = neutral-control median; AID 2094, 2009; activity change, % at 7.5 µM; actives 0.4% (n = 300,000); in the data active = activity change below about -75%, passing the limit was not always enough;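 note: luminescence divided by OD600 gain over 9 h not by final OD600 alone; inactives centre near 13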
HSP90 refold inh – HSP90 inhibitors, primary screen, cell lysate, luminescence. Rabbit reticulocyte lysate, luciferase refolding luminescence, 3 h. inhibition, % at 5.6 µM. actives 0.91% (n = 290,000). Heat shock protein HSP 90 (rabbit reticulocyte lysate; luciferase refolding);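 active = inhibition above the screen-wide mean plus 3 SD, computed separately per campaign, cut at about 16% in these data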;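 note: 0% = DMSO wells and 100% = 60 µM geldanamycin wells; inhibitors lower the luminescence because luciferase stays unfolded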
IEC-6 cytotox – cytotoxicity in IEC-6 intestinal epithelial cells, primary screen, cytotoxicity control for KLF5 inhibitor project, cell-based, luminescence; IEC-6 cytotoxicity, luminescence viability; inhibition, % at 5 µM; actives 0.78% (n = 290,000); AID 1825, 2009; in the data active = inhibition above about 22%;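 note: 0% = plate median of test compound wells and 100% = cytotoxic reference compound wells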
GSK3 alpha inh – blockers of GSK3A enzyme activity – biochemical, luminescence, cell-free homogeneous, HTS, primary screen | AID 2650, 2010 | GSK-3 alpha kinase, ADP-Glo luminescence, 60 min | actives 0.1% (n = 320,000) | inhibition, % at 10 µM;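 in the data active = inhibition above about 50%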;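 note: GST-tagged GSK-3 alpha with peptide substrate and 25 µM ATP; 0% = DMSO neutral wells and 100% = GW8510 positive control wells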
Target sequence (P49840 whole entry, looked up): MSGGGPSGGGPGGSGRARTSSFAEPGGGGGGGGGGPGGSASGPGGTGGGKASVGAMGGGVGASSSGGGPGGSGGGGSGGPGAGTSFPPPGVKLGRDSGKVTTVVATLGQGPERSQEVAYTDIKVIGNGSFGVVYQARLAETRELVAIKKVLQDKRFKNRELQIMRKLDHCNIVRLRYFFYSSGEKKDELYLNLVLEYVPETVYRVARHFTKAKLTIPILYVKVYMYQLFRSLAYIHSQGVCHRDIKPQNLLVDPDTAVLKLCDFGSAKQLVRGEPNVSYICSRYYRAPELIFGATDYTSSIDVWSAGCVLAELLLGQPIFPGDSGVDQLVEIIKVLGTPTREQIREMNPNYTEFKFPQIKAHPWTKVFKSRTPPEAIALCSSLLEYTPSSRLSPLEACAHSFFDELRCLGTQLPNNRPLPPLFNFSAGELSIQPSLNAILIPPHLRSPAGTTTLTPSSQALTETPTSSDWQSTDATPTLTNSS
HSF1 activator – HSF-1 activators, primary screen, NIH3T3-HGL cells, MG132 stress, luminescence, single point | NIH3T3-HGL HSF-1 luciferase reporter, 8 h; 100% = twice DMSO control signal | activation, % at 9 µM | actives 1.7% (n = 300,000) | AID 504408, 2011;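 active = mean replicate activation of at least 50% with a set share of replicates each reaching 50%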;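 note: 0% = median of the neutral control wells and 100% = twice that signal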
KLF5 inhibitor – KLF5 expression inhibitors, primary screen, DLD-1 cells, luminescence. DLD-1 KLF5 promoter-luciferase reporter. inhibition, % at 5 µM. actives 0.23% (n = 290,000). AID 1700, 2009;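 active = inhibition above a per-plate limit of that plate's mean compound inhibition plus 3 SD, cut at about 60% in these data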;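 note: 0% = DMSO wells and 100% = LY294002 at 200 µM; higher means less KLF5 promoter-driven luciferase light; inactives centre near -14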
HSF1 inhib – HSF1 inhibitors in luciferase reporter cells, primary screen, cell-based, NIH3T3, luminescence | NIH3T3-HGL HSE-luciferase, MG132-induced, luminescence 8 h; hits give low values | activity change, negative = inhibition, % at 7.5 µM (by protocol) | actives 0.77% (n = 300,000) | AID 2098, 2009;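 active = more than half of replicate wells show activity change below -50%, luminescence cut by over half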;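 note: luciferase reports HSF-1 transcriptional activity via heat shock element; 0% = median of DMSO wells and -100% = zero luminescence signal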
GSK3B inh – human GSK3beta kinase inhibitors, primary screen, biochemical, cell-free homogeneous, HTS | Glycogen synthase kinase-3 beta (Homo sapiens), P49841 | GST-GSK3beta kinase, ADP-Glo luminescence, 60 min; hits give low values | activity score (negative = inhibition), % at 10 µM | actives 0.038% (n = 300,000) | AID 2097, 2009;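 active = more than half of replicate wells score below -50%, meaning over 50% inhibition versus plate controls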;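 note: 0% = median DMSO wells and -100% = median GW8510 positive control wells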
Target sequence (P49841 whole entry, looked up): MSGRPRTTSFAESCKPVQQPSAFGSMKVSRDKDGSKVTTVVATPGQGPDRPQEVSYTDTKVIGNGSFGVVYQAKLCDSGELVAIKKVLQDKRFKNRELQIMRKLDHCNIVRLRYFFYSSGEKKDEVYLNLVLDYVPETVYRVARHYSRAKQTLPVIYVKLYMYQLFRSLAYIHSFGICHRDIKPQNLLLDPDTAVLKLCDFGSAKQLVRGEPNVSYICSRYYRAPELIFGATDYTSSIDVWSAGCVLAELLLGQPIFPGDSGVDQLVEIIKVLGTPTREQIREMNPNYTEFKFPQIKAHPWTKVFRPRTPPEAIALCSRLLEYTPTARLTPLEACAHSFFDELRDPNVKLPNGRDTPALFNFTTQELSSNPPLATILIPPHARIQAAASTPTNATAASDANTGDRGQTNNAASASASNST
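Assay system: GST-fused GSK3beta enzyme, cell-free / Medium: Tris pH 7.5 buffer with MgCl2, DTT, BSA, heparin / Also added: peptide substrate plus 25 µM ATP (final) / Compound: 10 µM single point / Timing: kinase reaction with compound 60 min at room temperature / Detection: ADP-Glo luminescence / Benchmarks: DMSO neutral wells and GW8510 at 20 µM as positive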
Numbers without * were called inactive; i = inactive; . = not tested or not shown. Some of the compounds tested; the hit share may differ from the screen's.

SMILES | aSyn 5UTR inh | PolyA inh | AI-2 QS mod | HSP90 refold inh | IEC-6 cytotox | GSK3 alpha inh | HSF1 activator | KLF5 inhibitor | HSF1 inhib | GSK3B inh
NC(=O)c1nsc(C(=O)N(Cc2cccnc2)C(C(=O)NC2CCCC2)c2ccc(F)cc2)c1N (stereo unspecified) | -26 | i | 14 | -1 | -4 | -1 | -1 | -19 | 13 | 0
CCOC(=O)c1c(NC(=S)Nc2ccc(Cl)cc2)sc2c1CCN(C)C2 | . | . | . | 1 | 0 | 2 | . | -24 | . | .
Cc1ccc(N=C(NO)c2cnccc2C(F)(F)F)c(C)c1 | 5 | i | -1 | 5 | -8 | -1 | -2 | -13 | 5 | 4
N#Cc1cccc(CN2CCCN(Cc3ccc(F)cc3)S2(=O)=O)c1 | -9 | i | 13 | 0 | 0 | 1 | 8 | -8 | 4 | 1
CC(=O)Nc1cccc(C(=O)OCc2ccccc2)c1 | -11 | i | 13 | -2 | 5 | 0 | 8 | -40 | 2 | 0
O=C1CC(Cc2ccccc2)C(=O)N1c1ncccn1 (stereo unspecified) | 12 | i | 9 | 1 | -3 | -1 | -8 | -16 | 1 | 0
CC(C)c1cc(=O)[nH]c(N2CCN(Cc3ccc4c(c3)OCO4)CC2)n1 | 11 | i | -3 | 6 | -4 | 0 | 26 | 7 | 7 | 0
COc1ccc(/C=C2\CCCCC2=O)cc1 | -50 | i | 29 | . | . | -1 | 22 | . | 3 | -1
CCc1c(C)nc(SCC(=O)c2cccs2)c(C#N)c1C | -269 | i | 18 | 0 | 1 | 0 | . | -70 | . | 1
COc1ccc2[nH]c(C)c(CCNC(=S)Nc3ccccc3OC)c2c1 | 0 | i | 19 | 2 | 3 | . | -16 | -17 | -5 | 2
CCOc1ccc(C(=O)N/N=C(\c2ccccc2)c2ccccn2)cc1 | 46 | i | 16 | 3 | 26* | 1 | -22 | 19 | -22 | 0
O=C(CN1CCN(S(=O)(=O)N2CCOCC2)CC1)Nc1cc(Cl)cc(Cl)c1 | 35 | i | 23 | 0 | 2 | 1 | -6 | 11 | -1 | 4
COc1c(N2CCN(C(=S)Nc3ccc(F)cc3)C(C)C2)c(F)cc2c(=O)c(C(=O)O)cn(C3CC3)c12 (stereo unspecified) | -4 | i | 10 | -4 | -4 | -2 | -8 | -25 | -3 | 1
C=CCn1c(CNC(=O)c2cccs2)nnc1SCc1ccc(Cl)cc1Cl | 30 | i | -4 | 0 | 1 | 0 | 17 | -14 | 7 | -4
O=C(c1cc(-c2ccccc2Cl)on1)N1CCCC1 | 24 | . | 8 | 51* | 3 | 2 | 26 | 74* | 23 | -3
CCOc1cccc(OCCOCCN2CCCC2)c1 | -18 | i | 25 | -1 | -5 | -3 | -4 | -14 | -2 | 0
COc1ccc(NC(=O)CSc2nnc3ccc(-c4cccnc4)nn23)cc1 | -7 | i | 8 | . | . | 7 | -4 | . | -6 | -5
O=C(N/N=C/c1oc(O)c2ccccc12)c1ccccc1O | 8 | i | 9 | 3 | -2 | -3 | -3 | -28 | -9 | -6
O=C(CCl)NCCCCCCCCCNC(=O)CCl | -37 | i | 1 | -3 | 0 | 1 | -1 | -7 | 0 | 1
COC(=O)CSc1nnc(SCc2ccc(OC)cc2)s1 | 25 | i | -58 | 6 | 4 | -3 | -25 | 9 | -8 | -1
COC(=O)c1ccc(N2CCN(C)CC2)c(NC(=O)COc2cccc(C)c2)c1 | -8 | i | 6 | -3 | -4 | 7 | 8 | -4 | 3 | 0
OC1CC(c2ccco2)NC2(CCCCC2)C1 (stereo unspecified) | 5 | i | 3 | -1 | 5 | -1 | 1 | -6 | -4 | 0
O=C(Nc1ccccn1)C1CCN(C(=O)c2ccc(F)cc2)CC1 | 6 | i | 20 | . | . | . | -2 | . | -4 | -1
O=[N+]([O-])C1=CC=C2C(=NC3(CCCCC3)N2O)C1=NCCc1ccccc1 | 5 | i | 13 | -2 | -1 | . | 17 | -11 | 6 | 1
COc1ccc(CCNC(=O)CN(C2CCCCC2)S(C)(=O)=O)cc1 | 5 | i | 16 | -2 | -5 | -2 | 37 | -15 | -1 | -1
FC(F)Oc1ccc(NC(=S)NC2CCCCCCC2)cc1 | -93 | i | 5 | -1 | 8 | -1 | 25 | -49 | 13 | -3
N/C(=N\OC(=O)c1ccccc1)c1ccn[nH]1 | -30 | i | 9 | 6 | 5 | 7 | 9 | -131 | 21 | -5
O=C(NCC1CCCN(Cc2cccc(F)c2)C1)c1cccc2ccccc12 (stereo unspecified) | 10 | i | 9 | 2 | 2 | -2 | 6 | 2 | -1 | 0
O=C(O)c1ccccc1C(=O)c1ccc(N2CCCC2)c([N+](=O)[O-])c1 | 8 | i | 9 | -4 | -1 | -4 | -5 | 2 | 3 | 4
O=C(NCc1nnc(SCC(=O)N2CCc3ccccc32)o1)c1cccs1 | 13 | i | 27 | -1 | -4 | 0 | 6 | 7 | 2 | 3
Cc1ccccc1NC(=O)c1ccccn1 | -31 | i | 31 | -2 | -6 | 0 | 14 | -48 | 2 | -3
O=C(CC(NCCc1ccccc1)C(=O)O)Nc1ccc(O)cc1 (stereo unspecified) | -19 | i | 17 | -2 | -7 | 0 | 15 | -6 | -3 | 2
COc1ccccc1NC(=O)CSc1nnc(Cn2cnc3ccccc32)n1C | 13 | i | 14 | -1 | 2 | -2 | 2 | -13 | -1 | -1
CCc1ccccc1N1C[C@@]23C=C[C@@H](O2)C(C(=O)OCC(C)C)[C@H]3C1=O (stereo partly specified) | 22 | i | 33 | -2 | -5 | 0 | 11 | -32 | -4 | 1
O=C(CSc1nnc(-c2cccs2)o1)NCc1ccco1 | -5 | i | 2 | 2 | 1 | -1 | 14 | -51 | -8 | -1
Cc1c(O)c2c3c(cccc3c1O)C(=O)N(c1ccccc1)C2=O | 10 | i | 17 | 0 | 5 | 1 | -16 | -11 | -1 | 4
CCN1CCc2c(sc(NC(=O)c3ccc(S(=O)(=O)N4CCCCCC4)cc3)c2C(=O)NC)C1 | -14 | i | 10 | -4 | 4 | 1 | 6 | -38 | -4 | 1
O=C1CC(N2CCN(Cc3ccccc3)CC2)C(=O)N1c1ccc2c(c1)OCCO2 (stereo unspecified) | -10 | i | 3 | 9 | 5 | -14 | 6 | -11 | 0 | 1
CCC(C)N(C(=O)Cn1nnc(-c2ccc(F)cc2)n1)C1CCS(=O)(=O)C1 (stereo unspecified) | -2 | i | 21 | 2 | 1 | -1 | -9 | -15 | -3 | 3
O=C(Nc1ccc(CN2CCOCC2)cc1)c1ccc2ccccc2c1 | -182 | i | 24 | 3 | 3 | -1 | 35 | -159 | 7 | 0
COCCNC(=O)CC(c1ccccc1)c1ccccc1 | 2 | i | 2 | -8 | -4 | 1 | -10 | -17 | -13 | -2
COc1cc(NC(=O)c2cccc(Cl)c2)c(OC)cc1NC(=O)CN1CCOCC1 | -32 | i | 12 | -1 | -1 | 1 | 4 | -19 | -3 | 1
Cc1cnc(NC(=O)Cc2c[nH]c3ccccc23)s1 | -26 | i | 27 | 2 | 1 | 20 | 14 | -42 | 16 | -2
Clc1ccccc1C1Nc2cccc3cccc(c23)N1 | -3 | i | -14 | 4 | -8 | 2 | 0 | -33 | -6 | 0
CNC1=C(N(C(C)=O)c2ccc(Br)cc2)C(=O)c2ccccc2C1=O | 111* | i | 30 | 63* | 14 | 12 | -40 | 97* | -33 | 0
Cn1c(SCc2ccccc2)nnc1C1CCCNC1 (stereo unspecified) | 5 | i | 3 | -3 | -9 | 4 | 0 | -8 | 8 | -2
O=C(c1cccc([N+](=O)[O-])c1)c1ccc2[nH]c(=O)[nH]c2c1 | 35 | i | . | -3 | 6 | 0 | 8 | -24 | -13 | .
CC(C)CCNC(=O)CCS(=O)(=O)c1cccc2nonc12 | -2 | i | 22 | 0 | 3 | -1 | -2 | 15 | -4 | 5
CN(C)c1nc(N)nc(-c2cccnc2)n1 | 2 | i | 3 | 5 | -2 | -1 | 8 | -28 | -5 | -1
O=C(CCn1nnc2ccccc2c1=O)N[C@@H](Cc1ccccc1)C(=O)O | 0 | i | 39 | 6 | 3 | -1 | -17 | -7 | -2 | 1

Carrying on.
SMILES | aSyn 5UTR inh | PolyA inh | AI-2 QS mod | HSP90 refold inh | IEC-6 cytotox | GSK3 alpha inh | HSF1 activator | KLF5 inhibitor | HSF1 inhib | GSK3B inh
CC(C)C(=O)Nc1cccc(C(=O)NCc2ccc3c(c2)OCO3)c1 | -4 | i | 5 | 1 | 4 | 0 | -1 | -12 | -6 | 2
COc1ccc(/C=C2\SC(=S)N(c3cccnc3)C2=O)cc1 | -31 | i | -11 | 3 | 5 | -6 | 16 | 9 | 8 | -3
CC1CC(C)CN(c2ccc([N+](=O)[O-])cc2-c2nn[nH]n2)C1 (stereo unspecified) | -5 | i | 0 | 4 | 3 | -3 | -2 | -41 | 0 | 0
CCOc1ccccc1NC(=O)CSc1nnc(-c2ccco2)n1Cc1ccco1 | 41 | i | 17 | 1 | 5 | 1 | 7 | -14 | 1 | 1
Cc1c(Cl)ccc2c1NC(=O)[C@]21[C@@H]2C(=O)N(Cc3ccccc3)C(=O)[C@@H]2[C@@H]2CCCN21 | . | . | . | 5 | 1 | -1 | . | -11 | . | .
CC1CC(C)CN(CC(O)COC2CC(C)CC(C)(C)C2)C1 (stereo unspecified) | -10 | i | 12 | . | . | -4 | 18 | . | -1 | 1
O=C(c1ccccc1)c1nn(-c2cccc(Cl)c2)c2nc(-c3ccccc3)cc(=O)n12 | 2 | i | 13 | -1 | 0 | -1 | 1 | -25 | 5 | -1
CN(C)CCNC(=O)Cc1ncc(C(F)(F)F)cc1Cl | -10 | i | 19 | 3 | 2 | -2 | 34 | -20 | -4 | 3
COc1ccc(N2CCN(C(=O)c3cc4c(-c5ccc(Cl)cc5)nn(C)c4s3)CC2)cc1 | -22 | i | 18 | 0 | 13 | 4 | 1 | -12 | 1 | -1
O=C(NC(Cc1ccccc1)C(=O)O)c1ccco1 (stereo unspecified) | 7 | i | 2 | -3 | -4 | 3 | 4 | -4 | -8 | 3
